D1 antagonist = antagonists of human D1 dopamine receptor; P21728; HEK293 TREx D1 cells, calcium flux, dopamine EC80; hits give low values; activity change, negative = inhibition, % at 10 µM; actives 3.2% (n = 360,000); in the data active = activity change below about -30%; note: % is set by controls: 0 for no effect and ±100 for the full control effect
Target sequence (P21728 whole entry, looked up): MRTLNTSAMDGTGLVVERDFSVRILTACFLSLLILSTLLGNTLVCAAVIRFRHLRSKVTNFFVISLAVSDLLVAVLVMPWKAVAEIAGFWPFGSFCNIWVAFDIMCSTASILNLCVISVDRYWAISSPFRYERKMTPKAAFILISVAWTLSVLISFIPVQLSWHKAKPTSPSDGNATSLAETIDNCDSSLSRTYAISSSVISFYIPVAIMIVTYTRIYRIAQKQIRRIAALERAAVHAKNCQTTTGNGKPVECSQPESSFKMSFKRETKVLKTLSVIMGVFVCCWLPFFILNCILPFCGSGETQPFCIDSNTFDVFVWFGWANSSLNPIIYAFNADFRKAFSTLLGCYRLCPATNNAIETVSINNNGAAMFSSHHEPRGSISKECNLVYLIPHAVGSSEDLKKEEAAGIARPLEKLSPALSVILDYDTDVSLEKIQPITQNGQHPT
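Tetracycline-induced HEK293 T-REx cells with force-coupled D1 receptor were loaded with a no-wash calcium dye. Compound was added after a 10 s baseline and read kinetically for 180 s; EC80 dopamine was then added and calcium flux followed another 180 s.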
D1 PAM = enhances dopamine response at the human D1 receptor. actives 0.036% (n = 360,000). HEK293 TREx D1 cells, calcium flux, dopamine EC20 potentiation. potentiation, % at 10 µM. P21728; in the data active = potentiation above about 30%; note: 0% is about no effect
TRHR PAM = allosterically enhances the human TRH receptor; P34981; TRHR cells, fluo-8 calcium fluorescence, EC20 TRH enhancement; enhancement, % at 2 µM; actives 0.66% (n = 360,000); in the data active = enhancement above about 30%; note: 0% is about no effect
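Enhancer read-out: after compound pinning and an initial kinetic agonist-mode read, an EC20 of TRH (10 nM final) was injected and fluo-8 calcium signal (Ex 480/Em 530) followed at 1 s/cycle for 100 cycles in TRHR-expressing cells.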
D2 agonist = activates the human D2 dopamine receptor; HEK293 T-REx D2 cells, calcium flux agonist mode; actives 0.53% (n = 340,000); activation, % at 2 µM;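 active = activation over 3 SD above normal in the single-dose calcium agonist read, cut at about 30% in these data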; note: 0% is about no effect
Target sequence (P14416 whole entry, looked up): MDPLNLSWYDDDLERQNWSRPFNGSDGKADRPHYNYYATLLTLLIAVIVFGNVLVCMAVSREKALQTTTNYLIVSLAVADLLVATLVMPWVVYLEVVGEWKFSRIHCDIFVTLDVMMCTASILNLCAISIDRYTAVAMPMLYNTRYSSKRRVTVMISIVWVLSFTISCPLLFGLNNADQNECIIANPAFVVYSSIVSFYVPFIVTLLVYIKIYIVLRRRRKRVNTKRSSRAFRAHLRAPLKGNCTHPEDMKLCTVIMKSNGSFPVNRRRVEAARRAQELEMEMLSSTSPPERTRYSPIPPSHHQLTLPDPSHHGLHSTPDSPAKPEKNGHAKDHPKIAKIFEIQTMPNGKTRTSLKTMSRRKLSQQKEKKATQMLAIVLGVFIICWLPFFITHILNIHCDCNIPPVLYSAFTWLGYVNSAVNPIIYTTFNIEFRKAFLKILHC
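Calcium-flux readout, 1 cycle/sec over 180 s following compound pin transfer, in inducible HEK293 Trex D2 cells (force-coupled); dopamine controls included. Positive calcium responses during this window marked compounds as potential agonists.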
D2 PAM = positive allosteric modulators of human D2 dopamine receptor. HEK293 T-REx D2, calcium flux, EC20 dopamine potentiation. potentiation, % at 10 µM. actives 0.34% (n = 340,000). P14416. AID 485347;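 active = potentiation over 3 SD above the plate norm, cut at about 30% in these data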; note: 0% is about no effect
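Calcium flux readout, no-wash dye, 1 read/s. Inducible HEK293 Trex D2 line, overnight 30 C. Compound alone 180 s (agonist flags), then EC20 dopamine, another 180 s to score potentiation.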
TRHR agonist = TRH receptor (human) agonism; P34981; TRHR cells, calcium flux fluo-8, FDSS agonist mode; activation, % at 2 µM; actives 0.18% (n = 360,000); note: 0% is about no effect
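Steps: seed TRHR cells overnight; add fluo-8 no-wash Ca dye, RT 30 min–1.5 h; record 10 s baseline; pin-transfer compounds; monitor fluorescence 1 cycle/s for the agonist window. Calcium increases flag candidate agonists.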
D2 antag = D2 dopamine receptor (human) antagonism; AID 485344; actives 2% (n = 340,000); P14416; inhibition, % at 10 µM; HEK293 TREx D2 cells, calcium flux, dopamine EC80; in the data active = inhibition above about 30%; note: 0% is about no effect
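Overnight-induced (tetracycline, 30 C) HEK293 T-REx cells carrying force-coupled D2 receive a no-wash calcium dye, then compound, then EC80 dopamine at 180 s; signals are read kinetically throughout.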
D1 ag = agonists of human D1 dopamine receptor | P21728 | HEK293 T-REx D1 cells, calcium flux, agonist mode | activation, % at 2 µM | actives 1% (n = 360,000) | AID 504660; note: 0% is about no effect
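Agonism was scored from calcium flux recorded over 180 s (1 read/s) after pintool compound addition, following a 10-cycle baseline. Cells were inducible force-coupled HEK293 TREx D1, plated overnight at 30 C and loaded with no-wash calcium dye.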
RXFP1 antag = antagonists of human relaxin receptor RXFP1; activity change, negative = inhibition, % at 57.5 µM; actives 0.59% (n = 350,000); AID 1259400; HEK293-RXFP1, relaxin-stimulated cAMP HTRF, 30 min; hits give low values; Q9HBX9;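 active = activity change of -60% or lower, but not beyond a set lower limit; inconclusive = change between -60% and -40%, or beyond the set limit; inactive = change above -40%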; note: % is set by controls: 0 for no effect and ±100 for the full control effect
An asterisk follows results filed as active; u = inconclusive; x = not tested or not shown. Cut-off read from the data, not from the text of the source, unless noted: active = activation above about 30%; inactive = the rest.

SMILES	D1 antagonist	D1 PAM	TRHR PAM	D2 agonist	D2 PAM	TRHR agonist	D2 antag	D1 ag	RXFP1 antag
O=C(O)c1ccc(NC(=S)NC(=O)c2ccc(-c3ccccc3)cc2)cc1	8	7	0	-1.6	8	-0.2	4	-3	u
CCOC(=O)Cn1c(=O)n(CC2CCCO2)c2nc(-c3cccc(C)c3)nc(C(N)=O)c21 (stereo not drawn)	14	1	-2	-0.1	9	-0.1	x	3	x
CCOC(=O)C1CCCN(C(=O)c2cc(-c3ccc(F)cc3)nc3ccccc23)C1 (stereo not drawn)	1	-6	-7	0.3	5	-0.9	47*	2	-37
Cc1nc2ncnn2c(C)c1CCC(=O)N1CCN(c2ccccn2)CC1	2	10	3	-0.1	1	-1.1	7	2	9
O=C(Nc1ccc(Cl)cc1)N1CCOC12CCCCC2	-19	-9	-5	1.0	4	1.4	-11	2	12
O=C(NCCc1ccccc1)c1cc(-c2ccco2)on1	-12	4	-2	0.6	-9	0.1	21	0	-18
COC(=O)CNC(=O)c1c(C)cc(=O)oc1C	7	-5	-6	0.7	12	0.4	22	2	-21
O=C(CCNC(=O)Cn1ccc2ccccc2c1=O)NCC1CCCC1c1ccccc1 (stereo not drawn)	-21	-4	12	-2.6	3	-0.4	8	0	-7
COc1ccc(N(Cc2ccccc2)N=O)cc1	-6	-3	19	-1.8	1	-1.7	-7	4	6
CC(C)C[C@@H](C(=O)NC1CCN(Cc2ccccc2)CC1)N1C(=O)N2CCc3c([nH]c4ccccc34)[C@@]2(C)C1=O	-7	-6	-3	0.8	-15	0.4	31*	10	x
CCOc1cccc(C(=O)NC(=S)Nc2ccc(N3CCCC3)cc2)c1	8	-3	-2	-0.1	16	0.1	-5	1	-1
COC(=O)c1ccc2c(=O)n(CC3CCCO3)c(SCC(=O)NCCc3ccc(S(N)(=O)=O)cc3)nc2c1 (stereo not drawn)	-1	-7	1	0.2	5	-0.7	2	4	-5
O=C(O)Cn1c2c(c3ccccc31)CSc1ccc(Cl)cc1-2	-7	-8	3	0.0	16	0.0	-3	0	2
CCOc1cc(/C=N/NC(=O)c2cccc(S(=O)(=O)N3CCOCC3)c2)ccc1OCC(=O)N(C)C	-15	-6	3	0.1	-1	0.1	9	1	5
CN1CCN(C(=O)c2ccc3c(c2)OCCO3)CC1	28	-5	3	0.1	5	0.2	2	-2	6
COC(=O)c1ccc(NC(=S)NC2CC(C)(C)NC(C)(C)C2)cc1	-1	4	2	x	x	1.9	x	1	13
c1ccc2nc3ccccc3nc2c1	1	0	-2	0.7	5	0.2	3	0	x
CCC(C(=O)NC(C)(C)C)N(C(=O)Cn1nnc(-c2ccccc2F)n1)c1cccc2c1CCCC2 (stereo not drawn)	-5	-2	1	x	x	-0.1	x	1	-7
COCCN(C(=O)CCC(=O)Nc1ccccn1)C(C(=O)NC1CCCC1)c1ccc(OC)cc1 (stereo not drawn)	11	7	-3	-0.7	-17	-0.2	-14	0	-1
CCOc1ccccc1Oc1nc(-c2ccccc2O)nc2ccccc12	6	3	1	1.5	0	0.7	-1	13	-8
O=C(CCCn1c(=O)[nH]c2ccc(Br)cc2c1=O)N1CCN(c2cccc(Cl)c2)CC1	3	0	23	-2.8	19	-0.5	x	2	x
COc1cc(C(=O)NCc2ccncc2)cc(Br)c1OCc1ccccc1	-25	-3	3	-0.9	-10	-1.2	-6	63*	12
COC(=O)c1sccc1NC(=S)Nc1ccc(OC)cc1	-3	4	-5	0.1	8	-0.3	-9	1	-16
O=C(NCc1ccco1)c1cnn2c(C(F)(F)F)cc(-c3cccs3)nc12	3	4	3	x	x	0.0	x	0	5
Cc1cccc(OCCC(=O)NCC(c2ccco2)N2CCCCC2)c1 (stereo not drawn)	2	-6	-7	0.0	1	-0.1	13	1	2
SMILES	D1 antagonist	D1 PAM	TRHR PAM	D2 agonist	D2 PAM	TRHR agonist	D2 antag	D1 ag	RXFP1 antag
CCC(C(=O)c1ccc2ncccc2c1)c1ccccc1 (stereo not drawn)	-3	-5	-6	-0.3	-6	-1.3	-3	7	-14
O=C(COc1ccccc1)Nc1ccc(-c2nnc(-c3ccco3)o2)cc1	6	-2	4	0.0	-1	0.2	-4	1	1
O=C(NCCN1C(=O)S/C(=C\c2cccnc2)C1=O)C1=NN(c2ccccc2)C(=O)CC1	2	1	11	x	x	-0.2	x	0	-30
COc1ccc(C(=O)/C=C/N(C)C)cc1OC	2	-5	9	0.7	12	0.1	-15	0	-8
CCN(C(=O)CSc1nc2ccccc2c(=O)n1-c1cccc(C)c1)C1CCS(=O)(=O)C1 (stereo not drawn)	-26	-12	-10	0.0	16	-1.3	2	2	-5
COc1ccc(-c2nc(C)c(CCNC(=O)c3ccccc3Br)s2)cc1OC	-12	-6	3	x	5	-0.5	x	0	-3
COc1ccc(-c2c3c(cc(C)[n+]2[O-])oc2ccc(OC)cc23)cc1	-30*	2	5	0.2	0	0.0	-9	2	x
C/C(=N\NC(=O)C1CC1)c1ccc(C(C)(C)C)cc1	17	-2	2	-0.3	4	-0.5	4	4	2
Cc1ccc(S(=O)(=O)N(C)c2ccccc2)cc1	x	0	2	0.5	-4	-0.3	-1	2	1
COc1ccc(-c2cnn3cc(-c4cccc(Cl)c4)cnc23)cc1	-15	-5	5	0.9	-1	0.8	3	4	10
CCOc1ccccc1C(=O)Nc1ccc(C(=O)c2ccccc2)cc1	-13	-5	-11	-0.5	-1	-1.8	-6	9	-2
O=C1c2ccccc2COc2ccc(O)cc21	26	-8	9	1.0	12	0.0	7	1	-5
Cc1cccc(C)c1NC(=O)C(NC(=O)c1ccccn1)c1ccccc1[N+](=O)[O-] (stereo not drawn)	8	1	4	-0.3	3	-0.4	-10	2	4
COc1ccc(NC(=O)Nc2ccc3oc(C)nc3c2)cc1	4	-2	6	0.4	-5	0.7	-2	2	-6
CCN(CC(=O)Nc1c(F)cccc1F)C(=O)c1cc(C)oc1C	4	4	7	0.9	12	0.1	7	3	-2
COc1ccc2cc(CCNC(=O)C3CC3)c(=O)[nH]c2c1	9	-3	0	-0.6	0	1.7	-5	7	x
COc1ccc(OC)c(CCNC(=O)c2cc3c(-c4ccccc4F)nn(C)c3s2)c1	-19	-3	1	-0.4	-2	0.3	x	8	x
C=CCOc1c(Br)cc(CNc2nccs2)cc1OC	-1	-4	1	0.3	8	-0.1	6	3	20
CCC(C)NC(=O)c1cc(Cl)c(NC(=O)C2=C(C)OCCS2)cc1OC (stereo not drawn)	-3	-2	3	3.3	-1	-0.4	16	2	-9
CCn1c(CC(=O)Nc2ccc(F)cc2)nnc1SCC(=O)Nc1nnc(C)s1	-9	x	4	1.0	-5	0.8	13	6	-6
Cn1ccnc1SCC(=O)Nc1cccc(S(=O)(=O)N2CCCCCC2)c1	2	-2	10	x	7	0.1	x	31*	-9
Cc1cccc(Nc2nnc(SCC(=O)Nc3cccc(S(=O)(=O)N4CCCCC4)c3)s2)c1	-8	-2	-6	x	x	-0.1	x	-2	-15
Cc1c(NC(=O)c2c(N)sc3c2CCCC3)c(=O)n(-c2ccccc2)n1C	-25	-6	-3	-0.1	6	0.4	1	2	-12
CCCNC(=O)c1nn2cc(Br)cnc2c1Cl	-13	7	-1	10	-6	-0.4	-26	2	-11
CCc1nnc(NS(=O)(=O)c2ccc(NC(=O)c3ccccc3OC)cc2)s1	3	-4	-1	0.5	-3	0.5	-5	1	0
SMILES	D1 antagonist	D1 PAM	TRHR PAM	D2 agonist	D2 PAM	TRHR agonist	D2 antag	D1 ag	RXFP1 antag
COc1ccc(C(=O)NC(=S)Nc2ccccc2N2CCN(S(C)(=O)=O)CC2)cc1OC	-8	-1	-9	0.6	1	0.4	1	4	-6
C=CCNC(=O)c1c(N)n(-c2cccc(S(N)(=O)=O)c2)c2nc3ccccc3nc12	-14	2	43*	0.2	-6	0.5	-13	9	1
COc1ccc(-n2c(=O)[nH]cc(C(=O)Nc3ccc(NC(C)=O)cc3)c2=O)cc1	-15	-5	-1	-0.5	5	-1.7	-4	1	-12
CCC(=O)NNc1ncnc2ccccc12	2	-2	0	1.3	4	0.0	-7	1	-1
C/C(=N\NS(=O)(=O)c1ccc(Cl)c([N+](=O)[O-])c1)c1ccc(C)o1	-16	0	-2	0.6	-12	-0.4	14	-2	-9
COc1ccc(-c2c(C)n([O-])c3c([n+]2=O)CCCC3)c(OC)c1	-3	2	14	-0.8	-5	-0.5	24	-1	4
CC12CCC(=O)N1C(C(=O)NNC(=O)c1cccc(Cl)c1)CS2 (stereo not drawn)	7	-4	-5	0.8	2	0.0	-10	6	5
O=C(CCC1N=C2c3ccccc3N=C(SCc3ccccc3Cl)N2C1=O)NCc1ccco1 (stereo not drawn)	8	-4	2	-0.8	1	0.4	-15	3	7
Cc1ccc(C(=O)N2CCCC2)cc1Br	-7	-6	-3	0.5	-3	-0.1	-18	0	-7
Cc1c(C(=O)OCCOc2ccccc2)[nH]c2c1C(=O)CC(c1ccccc1)C2 (stereo not drawn)	-19	-5	-4	x	8	2.7	x	12	3
COc1ccc(NC(=S)NC(NC(=O)c2cccc(Cl)c2)C(Cl)(Cl)Cl)c([N+](=O)[O-])c1 (stereo not drawn)	1	-7	-8	2.4	5	0.3	1	21	-11
CCCCOCCCNC(=O)CCCOc1ccccc1	0	0	-2	-0.4	-6	-0.6	-2	1	-2
CCOc1ccc(C(=O)Nc2cc(-c3nc4ccccc4s3)ccc2OC)cc1	-10	-4	4	-0.1	19	-1.0	x	1	x
Cc1c(C(=O)N2CC(C)OC(C)C2)[nH]c2ccc(Br)cc12 (stereo not drawn)	7	-7	4	0.1	2	1.0	11	2	9
Cc1cccc(OCc2nnc(SCC(=O)OC3CCCCC3)o2)c1	-1	0	-1	-0.7	-6	-0.4	14	3	-2
O=C(NCCOCc1ccccc1)C(c1ccccc1)c1ccccc1	14	-6	-7	0.5	-7	-0.6	5	3	-13

Only D2 PAM, for 6 of the compounds above:
smiles | D2 PAM
C=CCNC(=O)c1c(N)n(-c2cccc(S(N)(=O)=O)c2)c2nc3ccccc3nc12 | -6
C/C(=N\NS(=O)(=O)c1ccc(Cl)c([N+](=O)[O-])c1)c1ccc(C)o1 | -12
Cc1c(C(=O)OCCOc2ccccc2)[nH]c2c1C(=O)CC(c1ccccc1)C2 (stereo not drawn) | 8
CC12CCC(=O)N1C(C(=O)NNC(=O)c1cccc(Cl)c1)CS2 (stereo not drawn) | 2
O=C(NCCOCc1ccccc1)C(c1ccccc1)c1ccccc1 | -7
Cc1ccc(C(=O)N2CCCC2)cc1Br | -3

Entries from the list above that have a tert-butyl group (2):
SMILES	D1 antagonist	D1 PAM	TRHR PAM	D2 agonist	D2 PAM	TRHR agonist	D2 antag	D1 ag	RXFP1 antag
CCC(C(=O)NC(C)(C)C)N(C(=O)Cn1nnc(-c2ccccc2F)n1)c1cccc2c1CCCC2 (stereo not drawn)	-5	-2	1	x	x	-0.1	x	1	-7
C/C(=N\NC(=O)C1CC1)c1ccc(C(C)(C)C)cc1	17	-2	2	-0.3	4	-0.5	4	4	2

No enrichment for hits; 7.3% or so of the library scored in one or more.
